Screening data as filed in PubChem.
Tn6 DDE FP: inhibitors of Tn6 peptide binding to human fibrin DD(E); Fibrin DD(E) TRITC-Tn6 fluorescence polarization displacement; inhibition, % at 8.3 µM; actives 0.21% (n = 370,000); AID 720509;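 active = inhibition above a per-campaign cutoff: mean of compounds within control limits plus 3 SD, cut at about 15% in these data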;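 also: 0% = median of all compound wells on the plate and 100% = blocking peptide control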
ADAM17 inh: inhibits human ADAM17. actives 0.83% (n = 370,000). P78536. AID 720648. recombinant ADAM17, EDANS/DABCYL FRET peptide cleavage. inhibition, % at 6.95 µM;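 active = inhibition above the mean of compounds lying between control limits plus 3 SD, set per campaign, cut at about 8.5% in these data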;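 also: 0% = DMSO-only wells as the low control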
ARFGAP1 inhibitor: inhibitors of rat ARFGAP1. Q62848. Arfgap1-stimulated ARF1 GTP hydrolysis, GDP FP detection. inhibition, % at 16.5 µM. actives 0.26% (n = 360,000). AID 651572;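 active = inhibition above a per-plate limit, mean inhibition of low control wells plus 3 SD, cut at about 25% in these data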;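 also: 0% = DMSO wells with enzyme and 100% = wells lacking Arfgap1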
Target sequence (Q62848 1-136 limits assumed): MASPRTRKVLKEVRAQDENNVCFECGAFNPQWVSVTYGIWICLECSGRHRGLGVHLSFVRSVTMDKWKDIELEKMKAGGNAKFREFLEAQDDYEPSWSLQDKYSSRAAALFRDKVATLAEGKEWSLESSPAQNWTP
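Material – truncated rat Arfgap1 GAP domain · Buffer or medium – HEPES-based buffer, pH 7.5 · Reagent – human ARF1(Δ1-17)-GTP substrate · Dosing – 16.5 µM single point, 1.26% DMSO · Schedule – GTP hydrolysis reaction 2 h at 25 °C · Technique – GDP detection by fluorescence polarization · Benchmarks – No-Arfgap1 wells (100%) versus DMSO full-reaction wells (0%) · Repeats – single replicate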
DDE Tn7 FP inh: inhibitors of Tn7 peptide binding to human fibrin DD(E). P02675. FP displacement of FITC-Tn7 peptide from fibrin DD(E); 0% = median of compound wells per plate. inhibition, % at 8.3 µM. actives 0.13% (n = 370,000). AID 720508;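 active = inhibition above the mean of compounds falling within the control limits plus 3 SD of them, cut at about 14% in these data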;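 also: 0% = plate median of compound wells and 100% = 10 µM Aha-Tn7 peptide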
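system = human fibrin DD(E) protein | quantity = DD(E) 2 µM final | medium = Tris/NaCl/CaCl2 buffer, pH 7.8 | also added = labelled Tn7 tracer, 0.1 µM | compound dosing = single point at 8.3 µM | timing = compound with protein 10 min, then 3 h after probe, room temperature | signal = FP measurement | benchmarks = Aha-Tn7 high control | repeats = one replicate per compound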
ADAM10 inh: ADAM10 inhibition, QFRET primary screen | inhibition, % at 7 µM | O14672 | actives 0.62% (n = 370,000) | recombinant ADAM10, EDANS/DABCYL FRET peptide cleavage, 3 h | AID 720582;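 active = inhibition above a per-campaign cutoff equal to the mean of compounds falling between control-based bounds plus 3 SD, cut at about 20% in these data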;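 also: 0% = DMSO wells while the 100% control is not disclosed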
ASAP1 GAP inh: inhibitors of human ASAP1 ArfGAP activity; Q9ULH1; ASAP1-stimulated ARF1 GTP hydrolysis, GDP FP detection; inhibition, % at 16.5 µM; actives 0.19% (n = 360,000); AID 624377; in the data active = inhibition above about 25%;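 also: 0% = vehicle with enzyme and substrate and 100% = no enzyme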
Target sequence (Q9ULH1 325-724 limits assumed): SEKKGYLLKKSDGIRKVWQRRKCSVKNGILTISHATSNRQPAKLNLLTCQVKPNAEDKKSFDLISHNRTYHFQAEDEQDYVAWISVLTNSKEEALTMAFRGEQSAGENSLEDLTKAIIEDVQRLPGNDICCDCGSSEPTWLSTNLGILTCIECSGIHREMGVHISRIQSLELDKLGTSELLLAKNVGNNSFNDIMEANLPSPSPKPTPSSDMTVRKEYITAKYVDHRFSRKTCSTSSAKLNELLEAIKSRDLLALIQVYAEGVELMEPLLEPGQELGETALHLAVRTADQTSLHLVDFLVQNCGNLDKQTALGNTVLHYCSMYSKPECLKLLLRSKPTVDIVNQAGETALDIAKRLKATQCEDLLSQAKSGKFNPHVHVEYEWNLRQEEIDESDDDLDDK
TDP2 inh: TDP2 (human) inhibition, absorbance primary screen. O95551. recombinant TDP2, T5PNP hydrolysis, p-nitrophenol absorbance 415 nm. inhibition, % at 12.8 µM. actives 0.34% (n = 370,000). AID 720702;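 active = inhibition above the mean of all tested compounds plus 3 SD, set per campaign, cut at about 25% in these data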;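 also: 0% = DMSO with enzyme and 100% = buffer with substrate but no TDP2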
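Test system: human TDP2 enzyme; Input: 120 nM TDP2 per well; Buffer or medium: Mg2+-containing Tris-HCl buffer, pH 7.5; Reagent: 5 mM T5PNP; Dosing: 12.8 µM single point, 1% DMSO; Incubation: reaction 2 h, 37 °C; Detection: p-Nitrophenol epi absorbance; Read-out: % inhibition relative to enzyme-containing and enzyme-free wells; Replicates: single well per compound.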
KLK7 zymogen act: activators of human kallikrein-7 zymogen | P49862 | purified proKLK7, EDANS-DABCYL substrate fluorescence; 100% is mature enzyme control, 0% vehicle | activation, % at 7 µM | actives 0.9% (n = 370,000) | AID 652039;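 active = activation above the mean of all tested compounds plus 3 SD, computed per campaign excluding outliers beyond control limits, cut at about 13% in these data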
Target sequence (P49862 whole entry, looked up): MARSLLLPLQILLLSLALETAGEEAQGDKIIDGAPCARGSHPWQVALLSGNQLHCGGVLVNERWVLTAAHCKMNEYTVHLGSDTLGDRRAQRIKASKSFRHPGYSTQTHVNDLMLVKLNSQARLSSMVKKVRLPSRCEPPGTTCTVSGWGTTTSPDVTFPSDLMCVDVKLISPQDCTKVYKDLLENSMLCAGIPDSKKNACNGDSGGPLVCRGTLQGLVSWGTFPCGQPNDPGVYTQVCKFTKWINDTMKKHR
PLCg1 inh: inhibitors of human phospholipase C gamma1; purified PLC-gamma1, fluorogenic substrate, fluorescence; actives 0.84% (n = 370,000); AID 720700; inhibition, % at 12.2 µM; P19174; in the data active = inhibition above about 9.5%
LEDGF integ inh: blocks HIV-1 LEDGF/p75-dependent DNA integration | TR-FRET IN-LEDGF/p75 DNA integration, Eu/Cy5 | actives 0.64% (n = 370,000) | inhibition, % at 3.7 µM | AID 743269;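 active = inhibition above the screen-wide mean plus 3 SD, cut at about 13% in these data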;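 also: signal is the Cy5 over europium emission ratio at 671 and 618 nm; 0% = plate median of compound wells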
* hit, by the source's call. Compounds as they come; any-hit rate near 4.2%.

KLK7 zymogen act	TDP2 inh	ADAM17 inh	Tn6 DDE FP	LEDGF integ inh	ADAM10 inh	DDE Tn7 FP inh	ARFGAP1 inhibitor	PLCg1 inh	ASAP1 GAP inh	SMILES
-0.6	2.1	3.4	3.8	-0.7	4.5	3.4	-3.7	-8.9	8.5	CN(C)c1ccc(NC(=O)c2cccc(C(=O)Nc3ccc(N(C)C)cc3)n2)cc1
0.6	2.0	0.8	1.5	-5.3	3.7	0.8	-4.2	-0.6	5.8	O=C(CCCCn1c(=O)c2ccccc2n(CC(=O)NC2CCCC2)c1=O)NCc1ccco1
-0.5	5.4	-6.6	0.8	1.4	-9.0	-0.9	-5.3	1.5	-9.1	CCOC(=O)N1CCN(C(=O)C2CCC(CNS(=O)(=O)c3ccccc3)CC2)CC1 (stereo unspecified)
-0.4	-1.1	-2.3	7.3	-5.8	-0.3	-3.5	-15.6	-0.5	1.8	COCCNS(=O)(=O)c1ccc(-c2ccc(S(=O)(=O)NCCOC)cc2)cc1
-0.3	6.4	0.2	2.0	2.5	2.6	-5.6	1.1	0.5	-18.6	Cc1ccc(CNC(=O)CCCNS(=O)(=O)c2cccc3nonc23)cc1
-0.4	1.1	0.7	3.7	-3.3	-11.4	2.0	4.4	-0.6	9.8	Cc1nn(S(=O)(=O)c2ccc(Cl)cc2)c(C)c1Sc1ccc([N+](=O)[O-])cc1
-0.3	7.0	-5.8	10.1	0.3	-14.1	4.3	0.7	0.8	-14.8	C[C@@H]1CN([C@@H](C)CO)C(=O)CCCn2cc(nn2)CO[C@H]1CN(C)C(=O)Nc1cccc(F)c1
-0.2	12.7	-2.1	4.5	-0.8	-0.3	3.0	8.6	1.4	5.0	CCC(=O)Nc1ccc2c(c1)ncn2-c1ccccc1
0.7	-1.8	-6.6	0.0	0.6	-3.7	3.2	-19.2	-0.5	-2.9	Cc1nc2ccccc2n1S(=O)(=O)c1ccc(S(=O)(=O)N2CCCCCC2)cc1
-0.1	-7.3	2.2	-7.2	-2.5	0.2	6.0	3.0	0.7	-3.6	O=C(Nc1cccnc1)c1ccc(Cl)c(S(=O)(=O)N2CCc3ccccc32)c1
-11.1	-12.8	-8.4	1.8	-3.2	-28.5	4.2	8.3	-23.4	-0.9	CCOC(=O)COc1ccccc1/C=N\NC(=O)c1cc2c(ccc3ccccc32)o1
0.7	-12.5	-0.8	4.0	1.2	-5.0	1.8	-6.0	-12.0	7.2	COC(=O)c1c(C)[nH]c(O)c1C=Nc1ccc(C#N)cc1
0.6	-3.3	-3.4	4.3	3.7	-2.3	3.5	-8.4	-0.1	-14.8	O=C(NCc1ccncc1)[C@@H]1CCCN1C(=O)[C@H]1CCCN1C(=O)c1cccs1
-0.6	-3.1	-5.3	1.8	2.0	2.1	3.8	-6.9	-0.6	-11.7	Cc1ccc(-c2nn(C)c(=O)c3ccccc23)cc1S(=O)(=O)N1CCOCC1
0.0	-0.6	-1.4	-6.3	0.1	2.1	-9.3	5.5	0.0	4.3	O=C(O)CCC(=O)Nc1ccc(OCC(=O)O)cc1
-0.8	-1.1	-3.3	-1.6	-2.0	-9.0	-2.9	13.7	1.8	12.8	Cc1ccccc1NC(=O)CCCNC(=O)c1ccc(Cl)cc1
-0.3	-14.9	0.8	0.8	-1.1	14.0	-4.0	7.5	2.2	-8.1	COc1ccc(CNS(=O)(=O)c2ccc(Br)s2)cc1
0.0	10.6	-3.3	6.5	0.6	-6.5	-7.7	3.0	-6.9	-10.9	CNC(=S)N1CCc2ccccc2C1
0.3	2.1	0.9	-0.8	0.2	3.7	3.9	-5.1	0.2	-4.3	CCOC(=O)[C@]12CCC=C1N(Cc1ccc(Cl)cc1Cl)C(=O)[C@H](CC(=O)NCC13CC4CC(CC(C4)C1)C3)C2
0.2	12.2	-3.4	-10.8	0.0	-2.9	-13.6	-6.3	0.1	-1.4	C=CCN1C(=O)C2(OCCCO2)c2cc(CCCC)ccc21
0.0	-3.8	1.4	0.1	-1.7	-6.5	3.9	-0.7	1.2	-5.3	O=S(=O)(CCSc1nc2ccccc2o1)c1nc2ccccc2s1
20.7*	7.1	-6.3	1.6	-0.8	-7.0	2.9	6.2	-5.4	20.5	COc1ccc(NC(=S)NNC(=O)c2cccs2)cc1
0.0	18.7	-5.0	6.6	-0.4	-6.4	-4.7	7.2	-7.3	17.8	COc1cccc2cc(C(=O)NCc3ccccc3)c(=N)oc12
-0.1	-3.1	-1.7	-10.1	-0.4	-0.8	5.7	-6.6	1.3	-6.5	N/C(=N\OC(=O)Nc1ccccc1)c1ncc(C(F)(F)F)cc1Cl
-0.2	4.0	-1.5	7.6	-0.5	1.9	6.1	-7.7	-2.5	-11.7	COc1ccc(CC(=O)NC2CCSc3ccccc32)cc1OC (stereo unspecified)
-0.5	-4.8	-2.6	2.3	0.1	3.7	4.1	3.2	1.6	-0.6	CC(CN1CCC(n2nccc2NC(=O)C2CCCC2)CC1)c1ccccc1 (stereo unspecified)
-0.5	0.6	-2.1	3.2	-2.6	4.5	-1.0	4.2	5.3	2.4	CCCn1c(SCC(=O)NC2CCCCC2)nnc1-c1ccncc1
-0.6	3.1	-1.9	-2.2	2.6	3.4	-6.8	7.6	4.3	12.5	O=C(CS(=O)c1ccc(C(F)(F)F)cc1[N+](=O)[O-])Oc1ccc(Cl)cc1 (stereo unspecified)
0.4	7.6	-0.7	-8.0	3.1	-2.8	-8.6	19.3	-0.6	0.8	CCOc1ccc(C(=O)NCC(=O)NCC(c2ccco2)N2CCCCC2)cc1OCC (stereo unspecified)
-0.2	-7.2	-3.5	3.0	1.2	-6.3	3.1	4.0	-1.3	-6.5	CC1(c2ccc([N+](=O)[O-])cc2)NC(=O)N(CC(=O)Nc2cccnc2Cl)C1=O (stereo unspecified)
1.4	1.9	-103.2	0.3	-3.8	-315.5	-7.8	5.1	-266.5	11.3	Nc1nc(-c2cccnc2)nc2sc3c(c12)CCCC3
1.0	-0.8	2.9	-3.4	6.7	-0.1	-2.6	2.7	-63.6	11.9	CCOC(=O)N1CCc2c(sc(NC(=O)c3ccc(S(=O)(=O)N4CCCC4)cc3)c2C#N)C1
1.1	8.9	-5.2	-6.8	3.8	-10.6	-3.5	-4.7	-1.8	16.3	Cc1ccc(S(=O)(=O)NNC(=O)c2snnc2C)cc1
-0.2	2.3	-4.2	2.3	-5.2	-7.6	10.6	3.2	-1.1	-7.3	COc1cccc(COC(=O)Nc2ccccc2)c1OC
0.3	3.7	-4.2	-4.7	-2.5	-3.6	-2.4	-5.0	-1.0	0.8	CN(CC(=O)NCc1ccccn1)S(=O)(=O)c1ccc(Br)cc1
-0.1	-2.6	2.6	-3.8	4.5	1.9	-4.4	-8.7	-18.2	-8.5	CN(Cc1cccs1)c1nc(-c2cccnc2)nc2ccccc12
0.7	2.2	-6.5	-7.7	10.6	-19.7	-9.8	4.6	-70.6	-6.5	COc1ccc(C2C(C#N)=C(N)Oc3cc(N)ccc32)cc1OC (stereo unspecified)
0.3	12.7	-0.9	12.8	1.6	-6.6	4.7	-4.6	1.5	5.4	CN(CC(=O)Nc1ccccc1Cl)C(=O)COC(=O)c1cc([N+](=O)[O-])ccc1N1CCOCC1
-0.4	8.5	-6.5	0.1	-3.8	-13.0	8.5	-0.6	1.0	11.7	O=C(CSc1nnc(COc2ccccc2Cl)o1)Nc1ccccc1
0.0	3.6	-5.2	-1.6	2.6	-2.6	-0.7	0.0	-1.0	-9.8	O=C(c1ccco1)N1CCN(CCCCN2C(=O)c3ccccc3C2=O)CC1
0.5	0.8	-1.4	-9.6	4.5	-6.6	-6.9	8.8	2.9	10.7	O=C(NCCCN1CCOCC1)c1cc(Cl)ccc1OCc1ccccc1
-0.8	-2.9	-1.7	11.2	-0.1	-8.0	2.2	10.6	-1.4	-14.1	COc1ccc(S(=O)(=O)Cc2ccc(C(=O)N3CCOCC3)o2)cc1
-0.2	4.9	-5.3	-2.0	-0.1	-9.3	0.4	-13.6	-0.4	-1.1	O=C(CCc1ccccc1)Nc1ccc(NC(=O)c2ccco2)nc1
0.2	-5.8	1.2	4.4	3.0	-11.7	-6.0	8.4	1.0	-1.7	CC1=C(C(=O)N(C)C)CC(CC(=O)NCc2cccs2)C(=O)N1CCC1=CCCCC1 (stereo unspecified)
0.7	-5.7	0.3	3.0	-0.1	0.4	-1.6	-5.7	1.1	6.6	COc1ccc(CCN=Cc2ccccc2O)cc1OC

Single records, as listed above. Order of values: KLK7 zymogen act, TDP2 inh, ADAM17 inh, Tn6 DDE FP, LEDGF integ inh, ADAM10 inh, DDE Tn7 FP inh, ARFGAP1 inhibitor, PLCg1 inh, ASAP1 GAP inh
COc1ccc(CCN=Cc2ccccc2O)cc1OC as listed: 0.7, -5.7, 0.3, 3.0, -0.1, 0.4, -1.6, -5.7, 1.1, 6.6
CC1=C(C(=O)N(C)C)CC(CC(=O)NCc2cccs2)C(=O)N1CCC1=CCCCC1 (stereo unspecified) as listed: 0.2, -5.8, 1.2, 4.4, 3.0, -11.7, -6.0, 8.4, 1.0, -1.7
